Bioassay records from PubChem.
MMP13 inh: blocks human MMP13 activity; hit rate 0.07% among 65,000; inhibition, % at 4 µM; P45452; MMP-13 fTHP FRET cleavage, Mca fluorescence;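 active = inhibition above the mean of compound-free control plate wells plus 3 SD, cut at about 14% in these data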;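 note: 0% = DMSO wells and 100% = wells with reference MMP-13 inhibitor after basal subtraction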
Hsp90 block: displaces geldanamycin probe from tumor Hsp90. hit rate 0.35% among 64,000. NCI-N417 lysate Hsp90, Cy3B-geldanamycin FP displacement. P07900. AID 429. inhibition, % at 30 µM;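 active = inhibition above 50%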;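 note: 0% = tracer plus lysate wells and 100% = tracer alone without lysate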
Cdc25B block: inhibitors of human Cdc25B phosphatase; P30305; recombinant Cdc25B, OMFP fluorescence Ex485/Em525; inhibition, %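 (compounds tested at 10 µM final in the well)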; hit rate 0.1% among 65,000; AID 368; in the data active = inhibition above about 50%
DUSP1 inh: blocks human MKP-1 phosphatase activity | P28562 | recombinant MKP-1, OMFP hydrolysis fluorescence | inhibition, %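 (compounds tested at a single concentration somewhere between 10 and 100 µM)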 | hit rate 0.15% among 65,000 | AID 374;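 active = inhibition above about 50%, limit read from the data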;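 note: 0% = DMSO max control wells and 100% = wells with enzyme stopped by NaOH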
AP ELISA ortho: orthogonal test for alternative complement pathway inhibitors; inhibition, % at 5 µM; hit rate 0.08% among 62,000; Human serum alternative complement pathway, LPS-coated ELISA, C3 deposition; tested in compound mixtures;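 active = inhibition above 30% in each of the two pooled mixtures holding the compound, so the lower value exceeds 30%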;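 note: 0% = serum in Mg-EGTA without compound and 100% = EDTA serum blank; some compounds past the cut are filed as inactive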
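Assay system: human serum alternative complement pathway, C3 deposition on LPS-coated wells; Dosing: 5 µM per compound in ten-compound mixtures; Detection: Anti-C3 ELISA, OD 450 nm; Buffer or medium: Mg2+-EGTA GVB++ buffer containing human serum at 1:15 dilution; Timing: 1 h at 37 °C; Replication: two different pools per compound.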
FXIa inh mix: blocks human factor XIa in pooled compound mixtures; P03951; purified FXIa, fluorogenic substrate; inhibition, % at 5 µM; hit rate 0.19% among 62,000; AID 680;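 note: each value is inhibition by a whole ten-compound pool holding the compound; 0% = enzyme with no mixture and 100% = wells lacking enzyme; strong numbers were not always called active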
Abs 340nm: compounds absorbing at 340 nm | compound absorbance at 340 nm, fold over control | fold change at 10 µM | 65,000 tested, under 10 active;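 active = at 10 µM dose, initial 340 nm absorbance at least 2 fold that of control wells; inactive = change under 2 fold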;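 note: initial absorbance extrapolated from kinetic A340 decline of NADH oxidation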
FXIIa inh mix: factor XIIa (human) inhibition, mixture screen. P00748. inhibition, % at 5 µM. purified FXIIa, fluorogenic substrate, pooled mixtures. hit rate 0.2% among 62,000;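 note: 0% = enzyme without compound and 100% = no enzyme blank; some results filed as inactive read as strong as hits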
Target sequence (P00748 20-372 limits assumed): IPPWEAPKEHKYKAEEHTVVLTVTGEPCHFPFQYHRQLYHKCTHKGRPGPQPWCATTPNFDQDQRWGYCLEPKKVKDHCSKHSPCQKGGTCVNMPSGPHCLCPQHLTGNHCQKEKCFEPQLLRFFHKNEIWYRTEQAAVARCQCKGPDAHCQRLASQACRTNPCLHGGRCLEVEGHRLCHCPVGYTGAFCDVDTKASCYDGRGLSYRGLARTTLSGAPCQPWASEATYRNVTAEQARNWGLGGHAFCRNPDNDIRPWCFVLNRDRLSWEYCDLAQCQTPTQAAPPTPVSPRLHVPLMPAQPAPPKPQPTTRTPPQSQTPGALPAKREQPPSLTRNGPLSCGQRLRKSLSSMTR
Target sequence (P00748 373-615 limits assumed): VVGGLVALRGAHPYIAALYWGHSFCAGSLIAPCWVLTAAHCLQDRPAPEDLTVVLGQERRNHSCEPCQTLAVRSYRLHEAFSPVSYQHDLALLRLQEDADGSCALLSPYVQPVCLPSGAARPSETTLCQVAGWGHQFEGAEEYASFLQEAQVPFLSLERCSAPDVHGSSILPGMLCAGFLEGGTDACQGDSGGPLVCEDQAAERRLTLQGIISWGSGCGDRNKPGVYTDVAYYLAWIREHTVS
JNK3 blocker: JNK3 (human) kinase inhibition; P53779; purified JNK3 kinase activity, HTS; inhibition, % at 8 µM; hit rate 0.61% among 60,000; AID 746; in the data active = inhibition above about 17%;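 note: 0% = DMSO and 100% = reference inhibitor; many of its hits are not listed in these tables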
Target sequence (P53779 whole entry, looked up): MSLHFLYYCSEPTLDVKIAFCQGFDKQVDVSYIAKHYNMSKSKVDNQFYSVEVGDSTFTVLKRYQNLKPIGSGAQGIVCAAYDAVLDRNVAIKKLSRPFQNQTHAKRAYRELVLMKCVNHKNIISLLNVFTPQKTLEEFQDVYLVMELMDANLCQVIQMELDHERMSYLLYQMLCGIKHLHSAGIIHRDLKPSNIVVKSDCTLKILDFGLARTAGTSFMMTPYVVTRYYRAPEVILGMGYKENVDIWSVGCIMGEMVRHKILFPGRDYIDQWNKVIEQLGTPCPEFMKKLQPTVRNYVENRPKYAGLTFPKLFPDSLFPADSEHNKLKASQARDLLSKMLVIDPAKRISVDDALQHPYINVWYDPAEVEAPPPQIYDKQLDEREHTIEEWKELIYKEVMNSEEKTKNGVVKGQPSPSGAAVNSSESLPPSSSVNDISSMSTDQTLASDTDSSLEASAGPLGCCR
* = called active by the depositor; · = not tested or not shown; [ ] = another dose, or the depositor's remark. Cut-off read from the data, not from the text of the source, unless noted: active = inhibition above about 20% (passing the limit was not always enough); inactive = the rest.

SMILES	MMP13 inh	Hsp90 block	Cdc25B block	DUSP1 inh	AP ELISA ortho	FXIa inh mix	Abs 340nm	FXIIa inh mix	JNK3 blocker
CCN(C(=O)c1cnc2scc(C)n2c1=O)c1ccccc1C	-2	-3	3	7	-6	2	1.2	10	1
Cc1ccc(Cl)cc1N1CCN(S(=O)(=O)c2cnc[nH]2)CC1	7	1	-14	-2	9	0	1	5	7
O=C(c1cccc(N2CCCC2=O)c1)N1CCN(c2ccccc2)CC1	2	0	-3	15	-2	8	1	7	·
COc1ccccc1-c1ccc(NC2CCCCC2)nn1	-4	-6	-6	27	6	6	1	-1	-3
Cc1cc(C)n(S(=O)(=O)c2ccc(C(C)(C)C)cc2)n1	3	-1	-4	2	1	-2	0.98	4	-5
N#Cc1c(-c2ccc3c(c2)OCO3)csc1N	0	-6	-6	1	3	2	1	7	-3
COc1cc(NC(=O)Cc2ccccc2)cc(OC)c1	3	-2	-9	-3	3	19	1	-5	-1
CN(C)C(=O)Cn1nc(-c2ccccc2)c2ccccc2c1=O	0	-3	-15	30	1	34	1	15	-3
CC(C)Cn1c(CN2CCN(c3ccccc3F)CC2)nc2c1c(=O)[nH]c(=O)n2C	-3	-4	4	9	-9	-9	0.99	10	4
Cc1nc(NC2=NCN(C3CCCCC3C)CN2)nc2ccccc12 (stereo not given)	2	1	-7	-23	-2	6	1	-9	2
O=C(Cc1ccccc1)NCc1nc2ccccc2[nH]1	-1	-3	-7	-3	·	·	1	·	3
O=c1[nH]cnc2scc(-c3cccs3)c12	-8	-2	7	12	0	8	1	4	0
Cc1c(NC(=O)CCc2ccc(S(=O)(=O)N3CCOCC3)cc2)c(=O)n(-c2ccccc2)n1C	4	-4	-21	-6	-12	2	1	11	·
CC(=O)OCc1c(F)c(F)c(-n2nc(C)cc2C)c(F)c1F	-3	-2	-14	16	20	-7	1	-16	1
O=C(Nc1ccccc1)N1CCC(C(=O)N2CCN(S(=O)(=O)c3cccc(F)c3)CC2)CC1	-4	·	7	6	8	8	1	-4	·
Cc1ccc(Cn2nnc3c(=O)n(Cc4cccc(C)c4)cnc32)cc1	14*	1	3	1	·	·	0.97	·	-2
CC(NC(=O)COc1ccccc1)C(=O)OCC(=O)c1cc2ccccc2o1 (stereo not given)	-2	-7	9	-11	16	-2	0.96	-10	1
COc1ccc(S(=O)(=O)N2CCN(C)CC2)cc1Br	6	-4	-5	3	-9	-18	1	2	4
CCCN(Cc1cc2ccc(C)cc2[nH]c1=O)C(=O)c1cccnc1	-5	-6	3	1	11	-1	1	5	-4
Cc1cccc(OCc2nnc(N)s2)c1	0	-2	11	-6	12	-1	1	-3	1
COc1ccc(-c2nc(C#N)c(N3CCCCCC3)o2)cc1	-170[fluorescence artefact?]	1	5	13	11	6	1.1	5	-12
Cc1cc(C)nc(N2CCC(C(=O)N3CCN(c4cc(Cl)ccc4C)CC3)CC2)n1	-3	-3	-11	-9	-14	5	1	-1	2
CC(Sc1ccccc1)C(=O)Nc1cccc(N(C)S(C)(=O)=O)c1 (stereo not given)	-1	-5	-3	-2	-4	3	1	1	1
CCOc1ccc(NC(=O)N(C2CCCCCC2)C2CCN(C(C)=O)CC2)cc1	1	0	-2	34	12	2	1	-1	-2
O=C(NC(C(=O)c1ccccc1)N1CCOCC1)c1ccccc1 (stereo not given)	2	-4	4	-4	11	3	1	2	3

Going on with the list.
SMILES	MMP13 inh	Hsp90 block	Cdc25B block	DUSP1 inh	AP ELISA ortho	FXIa inh mix	Abs 340nm	FXIIa inh mix	JNK3 blocker
Cc1oc(-c2ccccc2Cl)cc1-c1nn2c(-c3ccco3)nnc2s1	3	-6	0	19	8	3	1	-3	-10
Cc1cc(=O)oc2cc(OC(C)C(=O)Nc3nccs3)ccc12 (stereo not given)	-15	-8	6	5	23	7	1.2	-1	11
Cc1nc(Sc2nnnn2C)c2c3c(sc2n1)CCC3	-6	-3	-7	-12	5	-19	1.1	1	-3
COc1ccccc1-n1c(CNC(=O)c2ccco2)nnc1SCC(=O)Nc1cc(C)ccc1C	-1	-11	8	6	20	9	1	3	0
CCOC(=O)c1cnc(-n2nc(C)cc2C)nc1Nc1cccc(C(=O)O)c1	-2	-2	8	-15	0	6	1	15	-10
O=C1c2ccccc2C(=O)N1CCCP(=O)(O)CCc1ccccc1	-3	1	-2	26	-3	-2	1	2	4
O=C(CCc1ccccc1)NCc1ccccn1	-1	-3	-7	13	-12	4	1	-16	5
CC1CN(S(=O)(=O)c2cccs2)CC(C)O1 (stereo not given)	-7	-2	-7	-25	9	-2	1	8	-9
Cc1nnc(SCC(=O)Nc2ccc3c(c2)OCCO3)n1CC1CCCO1 (stereo not given)	0	-1	6	-22	9	-2	0.99	3	-3
COc1ccc(CC(=O)N2CCN(C(=O)c3ccco3)CC2)cc1	-1	-4	-9	20	22	-1	1	-21	11
COc1ccc(CCn2c(-c3ccco3)nc3ccccc3c2=O)cc1OC	-11	-5	-11	-2	9	3	1	-21	6
Cn1c(=O)[nH]c(=O)c2[nH]c(NCCCN3CCOCC3)nc21	6	-1	-16	10	14	1	0.99	14	·
CC1CCCN(C(=O)CSc2nnc3n(C4CCCC4)c(=O)c4ccccc4n23)C1 (stereo not given)	1	-2	-8	6	35*	1	1	8	3
CCOc1ccc(N(C(C)C(=O)NC2CCCCCC2)S(C)(=O)=O)cc1 (stereo not given)	3	0	-4	-9	21	0	1.1	1	-1
COC(=O)Cn1nc(-c2ccccc2)n(-c2ccccc2)c1=S	0	-1	17	2	12	12	1	6	-4
COc1ccc(Cl)cc1NC(=O)CN1C(=O)CCS(=O)(=O)c2ccccc21	2	-1	2	-25	1	4	1	-14	·
COc1ccc2nc(SCC(=O)Nc3ccc(S(=O)(=O)N4CCCC4)cc3)c(C#N)cc2c1	-6	-2	6	27	-10	0	1.1	2	-7
CN(CC(=O)N1CCN(c2ccc(F)cc2)CC1)S(=O)(=O)c1ccc(F)cc1	5	-2	-11	2	9	8	1	-15	-8
CCOc1ccccc1Cn1c(=O)oc2ccc(C)cc21	1	-1	1	20	·	·	1	·	0
COc1ccc(-c2nnc(SCC(=O)NC(C)c3ccccc3)o2)cc1 (stereo not given)	-1	0	-3	-1	20	-1	1	-15	3
O=C1CC(=O)CC(c2ccco2)C1	4	-2	4	2	0	11	1	3	-2
CCc1nc2ccccc2c(C(=O)OCC(=O)Nc2ccc(S(=O)(=O)N3CCOCC3)cc2)c1C	0	-3	-4	38	8	4	1	-13	8
O=C(CCn1c(=O)c2sccc2n(CC(=O)OCc2ccccc2)c1=O)NCc1ccco1	2	-1	-9	-2	-11	3	0.99	-27	1
O=C(O)C1CCN(C(=O)c2scc3c2OCCO3)CC1	0	0	-2	-2	7	-6	0.99	3	-5
c1nc(N2CCC3(CC2)OCCO3)c2c3c(sc2n1)CCCC3	14	-2	8	23	-7	1	1.1	5	-9

Rewritten bar-delimited: entries from further up.
mol | MMP13 inh | Hsp90 block | Cdc25B block | DUSP1 inh | AP ELISA ortho | FXIa inh mix | Abs 340nm | FXIIa inh mix | JNK3 blocker
Cn1c(=O)[nH]c(=O)c2[nH]c(NCCCN3CCOCC3)nc21 | 6 | -1 | -16 | 10 | 14 | 1 | 0.99 | 14 | ·
CC1CCCN(C(=O)CSc2nnc3n(C4CCCC4)c(=O)c4ccccc4n23)C1 (stereo not given) | 1 | -2 | -8 | 6 | 35* | 1 | 1 | 8 | 3

Carrying on.
SMILES	MMP13 inh	Hsp90 block	Cdc25B block	DUSP1 inh	AP ELISA ortho	FXIa inh mix	Abs 340nm	FXIIa inh mix	JNK3 blocker
COc1ccc(CNC(=O)c2cc3c(=O)n4ccccc4nc3n(Cc3ccco3)c2=N)cc1	-10	33	12	-4	2	44	0.99	8	3
CS(=O)(=O)N(Cc1ccccc1)c1ccc(C(=O)NC2CCCCC2O)cc1 (stereo not given)	3	-4	2	1	1	4	1	-1	1
Cc1ccccc1-n1c(C)nnc1SCC(=O)N1CC(=O)Nc2ccccc21	-4	-4	-10	-6	10	3	1	4	3
CCOc1ccccc1NC(=O)CSc1nnc(-c2ccccn2)n1Cc1ccco1	0	·	-21	8	4	1	0.99	4	·
COc1ccccc1N1CCN(Cc2nc(N)nc(Nc3ccc(C)c(Cl)c3)n2)CC1	-1	-2	2	40	21	5	0.98	-18	-6
COc1ccccc1-c1nnc(SCC(=O)O)n1C	-2	-1	21	0	2	-3	1	3	1
CN(CC(=O)NCCC1=CCCCC1)S(=O)(=O)c1ccc2c(c1)c(=O)n(C)c(=O)n2C	-6	-2	-4	20	7	-6	1	2	3
NC(=O)C1CCN(C(=O)c2ccc(C(F)(F)F)cc2)CC1	-1	0	-11	2	-3	3	1	6	1
Clc1ccc(Cn2ncc3c(NCc4cccnc4)ncnc32)cc1	4	1	2	9	2	-3	0.98	4	1
CCC(=O)Nc1cccc(NC(=O)CSc2nnc(C3CC3)n2C)c1	2	1	5	-16	5	7	1	0	1
c1ccc(C(CN2CCOCC2)c2ccccc2)cc1	2	-2	-3	3	-20	·	1.1	·	-3
O=C(CCN1CCN(C/C=C/c2ccccc2)CC1)Nc1ccccc1	·	·	-12	11	18	5	1.1	2	·
CN1CCN(C(=O)N2CCNC2=O)CC1	3	-2	-8	2	6	11	1	8	-3
CCC(Sc1nc(=O)cc(N)n1-c1cccc(C)c1)C(=O)Nc1cc(C)on1 (stereo not given)	0	-5	-9	12	15	7	1.1	4	-3
N#CC1=C(C=Nc2ccccc2O)CCC1	0	-5	-17	-17	·	·	1	·	-2
CC(C)c1ccccc1NC(=O)c1cccnc1	0	-4	-16	-5	3	5	0.98	11	4
CC(Sc1nc2ccccc2s1)C(=O)N1CCOCC1 (stereo not given)	6	·	-15	4	11	4	1	-16	·
Cc1ccc(Sc2oc(/C=N/n3cnnc3)cc2Br)cc1	-1	-1	-3	9	11	3	1.1	9	-1
C/C(NCC(C)(C)CN(C)C)=C(/C#N)C(=O)NCc1ccccc1	-3	0	-5	20	-8	1	1	0	-2
O=C(N1CCOCC1)N1CCC(n2nnc3cc(F)ccc32)CC1	-1	1	-1	2	11	-4	1	4	-9
Cn1c(=O)c2c(nc(OCC3COC(C)(C)O3)n2Cc2ccccc2F)n(C)c1=O (stereo not given)	-6	0	6	7	-11	-3	0.98	1	-6
Cc1ccc(-c2nc(CS(=O)CC(=O)NCCN(CC(C)C)CC(C)C)c(C)o2)cc1 (stereo not given)	-4	-1	-16	15	10	5	0.99	4	-11
COc1ccccc1C1c2c(oc3ccc(Cl)cc3c2=O)C(=O)N1c1cc(C)on1 (stereo not given)	7	-4	-1	4	10	-6	1	9	6
O=C(CSc1nc2sc3c(c2c(=O)n1Cc1ccco1)CCC3)N1CCc2ccccc21	1	-23	5	16	4	6	1.1	10	3
Cn1c(Cn2c(=O)sc3ccccc32)nnc1SCc1ccc(F)cc1	2	0	-7	8	10	10	1.1	1	3

Further records.
SMILES	MMP13 inh	Hsp90 block	Cdc25B block	DUSP1 inh	AP ELISA ortho	FXIa inh mix	Abs 340nm	FXIIa inh mix	JNK3 blocker
Cc1c(N=C2C(=O)Nc3ccccc32)c(=O)n(-c2ccccc2)n1C	2	-1	2	10	4	5	1	-2	0
CCOC(=O)c1cnn(-c2nc(C)nc3sc4c(c23)CCC4)c1N	1	-1	-12	12	13	6	1	5	-3
CC(C)(O)P(C)(=O)c1ccccc1 (stereo not given)	5	0	-7	-4	17	3	0.99	5	4
CC1=CC(C)(C)N=C(NC#N)N1	-4	-1	0	-24	6	5	0.99	4	0
COc1ccc(CC(=O)OCc2cc3ccccc3[nH]c2=O)cc1	-2	-3	22	-11	-18	-3	1	13	8
c1ccc(-c2noc(COc3ccc4c(c3)OCO4)n2)cc1	-1	-7	8	-14	-5	7	0.98	6	3
CCCN1C2=C(C(=O)CCC2)C(c2ccc(O)c(Br)c2)C2=C1CCCC2=O	-15	-5	-6	11	3	4	1	2	9
CCCc1nc(SCC(=O)N2CCC(Cc3ccccc3)CC2)c2c(=O)n(C)c(=O)n(C)c2n1	4	0	-8	21	7	0	1.1	-10	-3

Rows are unselected; overall some 1.5% were active at least once.
